All columns: NCI-60 one-dose screen, growth in % after 48 h at 10 µM unless noted; 100 = growth as untreated, 0 = no growth, -100 = all killed.
MDA-MB-468 = MDA-MB-468 breast cancer; 78,000 tested, 8.5% active
T-47D = T-47D breast cancer; 79,000 tested, 5% active
MCF7 = MCF7 breast cancer. 82,000 tested, 6.3% active. AID 1794796
HS 578T = HS 578T breast cancer. 78,000 tested, 4.1% active
MDA-MB-231 = MDA-MB-231 breast cancer | AID 1794789 | 81,000 tested, 5% active
LOX IMVI = LOX IMVI melanoma; 79,000 tested, 7.4% active
SK-MEL-28 = SK-MEL-28 melanoma | 81,000 tested, 4.1% active | AID 1794761
BT-549 = BT-549 breast cancer; 78,000 tested, 4.4% active
* = called active by the depositor; . = no result given; & = joins results of further samples. The calls were made as follows: active = growth percent below 10; inactive = the rest.

SMILES	MDA-MB-468	T-47D	MCF7	HS 578T	MDA-MB-231	LOX IMVI	SK-MEL-28	BT-549
CCN=C1C=CC(=C(c2ccc(N(C)C)cc2)c2ccc(N(C)C)cc2)c2ccccc21	-27*	-23*	-9.8*	-30*	-12*	-11*	-18*	-35*
C[S+](C)CC(=O)c1ccc(Br)cc1	108	108	92	115	104	103	106	107
O=C(O)C(Cc1ccccc1N(CCO)CCO)N1C(=O)c2ccccc2C1=O (stereo not drawn)	125&114	97&106	101&99	114&112	100&107	96	109&113	110
O=C(/C=C/c1cccc(O)c1)c1cccc(-n2cc(-c3ccc(Cl)cc3)[nH]c2=O)c1	38	-0.1*	-8.7*	-48*	-17*	-92*	-86*	-42*
C[N+](C)(C)CCO	102&93&106	93&105&102	92&93	94&108&112	102&117&124	103&96&96	115&105&109	103&103&111
O=C1N2C(=NC1(c1cccnc1)c1ccccn1)Nc1nc3ccccc3n1C2c1ccccn1 (stereo not drawn)	88	64	93	118	95	92	97	89
O=C(O)c1cn(C2CC2)c2cc(N3CCN(Cc4nc5c(cnn5-c5ccccc5)c(=O)[nH]4)CC3)c(F)cc2c1=O	86	103	100	105	92	90	99	90
Clc1ccc(Cc2nnc(Nc3nc4ccccc4s3)s2)cc1	99	77	73	102	87	64	104	102
NC(=O)NC(=O)Oc1cccc2ccccc12	77	84	95	104	78	94	104	93
Cc1nc2ccc(Nc3nc(N4CCOCC4)nc(N4CCOCC4)n3)cc2n1Cc1ccccc1	94	81	90	98	93	102	113	91
COc1cc2oc(-c3cccc(NC(=O)c4cc(NC(=O)[C@H](C)N)ccc4Cl)c3)cc(=O)c2c(OC)c1OC	91	68	91	100	82	81	106	108
N#Cc1c(-c2ccc(F)cc2)nc(N=Nc2c(O)[nH]c3ccccc23)[nH]c1=O	97	94	101	91	97	96	107	105
COc1cccc(Cc2cc(-c3ccccc3)nn(Cc3ccccc3)c2=O)c1	55	18	48	82	61	78	87	71
O=c1[nH]c2cc(Cl)cc([N+](=O)[O-])c2c2ccc(Cl)cc12	99	81	76	97	97	91	97	107
C/C=C(\C)C(C#N)(CCCC)C(=O)OCC (stereo not drawn)	96	110	102	.	107	109	118	115
Cc1ccc(C(N)=O)cn1	92	103	96	120	89	93	104	109
Cc1ccc(NC(=O)Nc2nccnc2OCc2ccc(F)cc2)cc1	101	.	78	111	94	99	108	99
COC(=O)c1c(-c2ccc(C(F)(F)F)cc2)nn(-c2cccc(Cl)c2)c1C(=O)OC	102	57	89	90	84	81	96	82
Cc1ccc(Cc2cnc(NC(=O)CN3C(=O)S/C(=C\c4ccc(Cl)cc4Cl)C3=O)s2)cc1	107	106	97	98	114	98	108	103
COc1cc(CNS(=O)(=O)c2ccc(C)cc2)ccc1OCc1cn(-c2ccc(Br)cc2)nn1	95	101	88	96	103	98	100	110
N#Cc1ccc2nc(-c3nonc3N)[nH]c2c1	104	95	87	106	114	105	104	102
O=C(Nc1ncc(Cc2cccc(C(F)(F)F)c2)s1)C1=NCCCN1	83	83	82	92	102	85	101	99
S=c1oc(-c2cc(Cl)cc(Cl)c2Cl)nn1CNc1cccc(Cl)c1Cl	.	93	100	91	114	97	112	102
COc1ccccc1N1CCCCC1	118	99	96	101	100	100	102	96
COC(=O)N1c2ccccc2C=CC1C#N (stereo not drawn)	.	105	96	104	107	100	103	106
Cc1cc(Nc2c3ccccc3nc3ccccc23)ccc1NS(C)(=O)=O	24	45	27	52	50	28	57	79
CS(=O)(=O)c1ccc(-c2nc3ccccc3[nH]2)cc1	116	90	81	107	95	94	106	93
Cc1cccc(/C=N/N=C2\C(=O)Nc3ccc(Br)cc32)c1	92	69	84	84	88	94	99	90
Cc1cc(-c2cn(Cc3ccc4c(Cl)cc(Cl)c(O)c4n3)nn2)ccc1F	73	34	61	95	104	85	110	82
Cc1ccc(NC(=O)N(C)C)cc1NC(=O)N(C)C	110	95	95	108	106	.	107	104
O=C(CSc1nnc2n(Cc3ccccc3)c(=O)c3c4c(sc3n12)CCCC4)Nc1ccc(Cl)cc1	113	84	84	93	97	85	94	89
CCOC(=O)C(=CNc1cccc(C)n1)C(=O)OCC	93	83	88	100	112	80	93	92
CSc1ncc(Br)c(Nc2ccccc2C)n1	96	89	102	123	101	108	107	86
COc1ccc(C(Nc2cccc(C)c2)C(=O)NC2CCCCC2)c(OC)c1OC (stereo not drawn)	99	82	101	98	93	100	103	96
O=C(COc1cccc(/C=C2\Cc3ccc(Cl)cc3C2=O)c1)c1ccc(Cl)cc1	101	95	100	96	111	94	105	107
CC1(C)CCC(C)(C)c2cc(C(=O)O)ccc21	98	78	87	105	117	108	100	100
Cc1c(C(=O)c2ccccc2)cc(C(=O)NCc2cccc(Cl)c2)n1Cc1ccc(Cl)cc1	70	63	69	82	68	56	101	81
C=CCSC(=S)OCc1ccccc1	97	113	95	93	114	97	103	99
Nc1ccc(-c2cn3c(n2)SCC3)cc1	.	91	88	90	97	103	108	86
C1=C\c2ccc(c(-c3nnc(Nc4ccccc4)o3)c2)/C=C\c2ccc/1cc2	70	63	64	95	97	91	90	73
NC(=S)N/N=C/c1ccccc1O	94	.	58	107	.	94	107	79
COc1ccc(CN2C(=O)/C(=C\C(=O)c3ccc(OCCN4CCCC4)cc3)c3ccccc32)cc1	49	58	32	84	93	32	103	93
COc1ccc(-c2nc3sc(C)nn3c2-c2nc3c(C)c(C)ccc3[nH]2)cc1	93	77	87	101	99	95	100	91
Cc1c(C)c(N2C(=O)c3ccc(O)cc3C2=O)c(C)c2c1OC(C)(CCCC(C)CCCC(C)CCCC(C)C)CC2 (stereo not drawn)	107	98	90	109	110	.	108	98
Oc1ccc(N=Cc2c(O)ccc3ccccc23)cc1	91	76	82	66	78	83	98	70
CCCCCCCCCCCCCCCC(=O)Nc1cccc2ccccc12	109	109	101	97	82	95	107	108
CC(C)(C)OC(=O)NCCc1ccc(N)cc1	94	95	99	96	86	106	112	98
N#CC1=C2CCCCC2(O)NC1=O (stereo not drawn)	100	98	96	100	104	103	107	116
COc1ccc(NS(=O)(=O)/N=C2\NC(=O)NC2=C(Cl)Cl)cc1	15	61	47	101	103	.	101	124
CCOc1cccc(/C=N/NC(=O)c2ccc(Nc3ccnc(C(F)(F)F)c3)cc2)c1O	-21*	3.1*	-1.8*	11	27	2.5*	19	15
O=C(Nc1cccc(NC(=O)c2ccccn2)c1)c1ccc(Cl)c(Cl)c1	100	79	80	111	113	100	96	91
C=C1c2c(C)nn(-c3ccc(C#CCOC4OC(CO)C(O)C(O)C4O)cc3)c2N(C)C23C[C@H]1C1(C)c4c(C)nn(-c5ccc(C#CCOC6OC(CO)C(O)C(O)C6O)cc5)c4N(C)C(C)(C[C@H]12)C3 (stereo partly drawn)	-16*	7.1*	-0.7*	1.0*	5.4*	-42*	5.9*	3.5*
COc1ccc2nc(-c3ccc(OC)c(OC)c3)cc(-c3nnc(SCC(=O)Nc4ccc(/C(C)=N\O)cc4)n3-c3ccccc3)c2c1	56	46	.	72	40	-28*	111	56
COc1cc2cn3c4cccnc4nc(N)c3c2cc1OC	80	92	82	.	102	101	119	91
Cc1c(Cl)cccc1NC=O	102	103	104	117	101	103	114	105
Cc1cc(Cl)ccc1O/C(=C\C(=O)O)C(=O)O	97	101	92	99	91	95	106	95
CC(Oc1ccc(C(=O)NS(=O)(=O)C2CC2)cc1C(F)(F)F)c1ccc(Oc2ccccc2)cn1 (stereo not drawn)	70	99	57	82	105	.	71	71
COc1ccc2c(c1)=C(c1sc(Nc3nnc(-c4ccc(O)cc4)s3)nc1O)C(=O)N=2	107	92	96	116	116	97	112	108
COc1cc(Cn2c(SC)nc3ccccc3c2=S)cc(OC)c1OC	109	86	94	87	89	94	102	91
CN(C)Cc1ncccc1O	89	11	104	102	108	101	143	207

(listing goes on)
SMILES	MDA-MB-468	T-47D	MCF7	HS 578T	MDA-MB-231	LOX IMVI	SK-MEL-28	BT-549
COc1c2ccoc2c(OC)c2oc(=O)ccc12	.	103	107	114	99	109	.	104
CC[N+](C)(C)CCOc1nc2c(c(=O)n(C)c(=O)n2C)n1C	104	94	93	95	101	105	101	97
COCCc1ccc(OCC(O)CNC(C)C)cc1 (stereo not drawn)	113	102	101	101	101	97	99	94
Cc1c(C)c2c(c(C)c1NC(=O)c1ccccc1C(=O)O)CCC(C)(CCCC(C)CCCC(C)CCCC(C)C)O2 (stereo not drawn)	103	96	74	101	89	.	91	77
O=C(Nc1ccccc1)c1sc(-c2ccccc2)cc1O	107	101	79	92	105	109	84	96
N=C(N)N=Nc1cc(O)c(NN=C(N)N)cc1O	94	109	100	.	115	96	112	95
Nc1ncnc(Cl)c1[N+](=O)[O-]	90	109	96	99	104	93	109	105
O=C1NC(=NCCCO)S/C1=C\c1cccs1	93	102	94	91	101	99	107	114
Cc1cnc(C(=O)O)c[n+]1[O-]	116	98	98	105	119	100	115	110
O=C(CSc1nnc(-c2cccs2)n1-c1ccccc1)Nc1ccc(Cl)cc1	106	90	92	104	92	100	103	118
Nc1nn(-c2ccccc2)c2nc(=S)[nH]c(-c3ccc(Cl)cc3Cl)c12	110	86	88	91	81	.	99	101
COc1ccc(/C=C/C(=O)N2CCOCC2)cc1OC1CCCC1	113	.	93	105	97	98	110	104
CCC1CCc2nc3sc(C(=O)Nc4ccccc4C)c(N)c3cc2C1 (stereo not drawn)	-0.2*	64	15	49	67	35	50	75
COc1cc2oc(-c3ccc(NC(=O)c4ccc(C)cc4)cc3)cc(=O)c2c(OC)c1OC	90	.	79	95	93	101	95	86
Cc1[nH]c2ncnc(Nc3ccc(NC(=O)Nc4cccc(Br)c4)c(F)c3)c2c1C	104	101	90	83	98	98	101	109
Cc1cc2nc3c4ccccc4n(CCCN(C)C)c3nc2cc1C	-57*	-11*	-30*	-11*	-23*	.	-71*	-78*
COc1ccc(C(=O)/C=C/c2ccc(OCc3ccc(Cl)cc3)cc2)cc1OC	83	74	84	94	110	89	103	115
CCOC(=O)c1ccc2c(c1)nc(C)n2-c1cc(C(C)(C)C)[nH]n1	87	83	93	105	105	73	105	107
CC1CCC2(C(=O)O)CCC3(C)C(=CCC4C5(C)CC(O)C(O)C(C)(CO)C5C(O)CC43C)C2C1C (stereo not drawn)	.	97	97	.	107	107	.	114
Fc1ccc(N/N=C/c2ccc(-n3cccn3)cc2)cc1	121	86	77	108	80	84	112	92
CC1(C)CC[C@]23CC[C@]4(C)[C@H](CC[C@@H]5[C@@]6(C)CC[C@H](OC(=O)c7ccco7)C(C)(C)[C@@H]6CC[C@]54C)[C@H]2[C@H]1OC3	92	105	91	112	101	96	92	116
O=C1NC(=NC23CC4CC(CC(C4)C2)C3)N/C1=C\c1ccc2ncccc2n1	-63*	-9.7*	-19*	-24*	-19*	-43*	-30*	-81*
C#CCOc1ccc(C(Nc2ccc(F)c(Cl)c2)c2nnnn2C2CCCCC2)cc1OC (stereo not drawn)	85	88	78	86	81	98	97	80
C=C(C)[C@@H]1CC[C@]2(C(=O)N[C@H](CO)Cc3ccccc3)CC[C@]3(C)[C@H](CC[C@@H]4[C@@]5(C)CCCNC(C)(C)[C@@H]5CC[C@]43C)[C@@H]12	-90*	-58*	-70*	-61*	-87*	-86*	-92*	-88*
O=C(CNc1nnc(-c2cccnc2SCc2ccccc2)s1)Nc1nc(Cl)cc(Cl)n1	112	79	89	130	104	105	110	100
CN(C)C1=NCCN1	108	110	97	106	105	99	113	97
CCCCN1CCNC1=S	119	109	98	.	107	104	96	101
CCc1ccc(Oc2cn[nH]c2-c2ccc(OCCc3ccc(F)cc3)cc2O)cc1	105	35	85	93	85	87	87	107
Cc1ccc(S(=O)(=O)c2nc(-c3ccccc3)oc2Sc2nc3ccccc3[nH]2)cc1	66	46	70	87	71	86	103	58
CC1(C)CNC(=S)N1Cc1ccccc1	109	96	101	120	116	97	111	109
COc1cc(-c2nn(-c3ccc(NC(=O)Nc4cccc(Cl)c4Cl)cc3)cc2-c2ccncc2)ccc1Cl	113	91	81	112	92	91	100	.
c1ccc2c(c1)ccc1c2nnc2nnnn21	120	93	71	62	92	93	105	94
O=C1NC(=O)C2C3C=CC(C3)C12 (stereo not drawn)	114&92	100&94	90&111	114&122	120&105	97&95	103&127	98&110

Screening data deposited in PubChem BioAssay by NCI.
